S2 tox – cell viability loss in ATXN counter-screen; 400,000 compounds, 0.49% hits; S2 cells (HEK-293 line with an ATXN2-luciferase reporter) viability, CellTiter-Fluor protease fluorescence, 24 h; Potency, µM (series often up to 56.7 µM), actives largely listed as cytotoxic; note: potency is the fitted concentration of half-maximal effect; nearly all actives have a fitted effect of over 40% in size
IL1B secr inh – inhibitors of inflammasome signaling (IL-1 beta secretion); 360,000 compounds, 4.7% hits; THP-1 LPS/ATP IL-1B secretion, AlphaLISA, 16 h; hits give low values; AID 743279; activity change, % at 57.5 µM; in the data active = activity change below about -50%; inconclusive = mostly about -30% to -49%; note: % is set by controls: 0 for no effect and ±100 for the full control effect
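THP-1 cells pretreated 1 hr with compounds (up to 57.5 uM final), then stimulated with LPS (250 ng/mL final) plus ATP (1.25 mM final); secreted IL-1B measured by AlphaLISA after 16 hr, decreased signal indicating inhibition.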
HT1080NT lethal – kills 2HG-producing HT-1080-NT fibrosarcoma cells; HT-1080-NT fibrosarcoma viability, CellTiter-Glo ATP luminescence, 48 h; Potency, µM (highest dose often 46.1 µM), inactives show top-dose activity, negative = less viability, actives largely listed as cytotoxic; 360,000 compounds, 1.6% hits;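 note: NT is the 2HG producing partner of a matched IDH1 knockdown line; potency is the fitted concentration of half-maximal effect; 0% = DMSO-treated cells and -100% = media-only wells without cells; nearly all actives have a fitted effect of over 55% in size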
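HT-1080-NT fibrosarcoma cells (2HG-overproducing), 750 cells/well in RPMI with 5% FBS, dosed after 2 h and incubated 48 h at 37C. CellTiter-Glo luminescence normalized to DMSO and no-cell wells; concentration-response curves fitted and classed.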
KB-V1 MDR tox – kills drug-selected multidrug resistant KB-V1 cells. KB-V1 MDR cells viability, CellTiter-Glo, 72 h. Potency, µM (top dose mostly 46.1 µM), for inactives: at the top dose activity change, negative = cytotoxicity, hits mostly cytotoxic. 400,000 compounds, 3.4% hits. AID 1347076; note: potency is the fitted concentration of half-maximal effect; % is set by controls: 0 for no effect and ±100 for the full control effect; nearly all actives have a fitted effect of over 60% in size
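KB-V1 cells (P-gp-expressing MDR subline of KB-3-1) in phenol-red-free DMEM with 10% FBS were exposed to library compounds over a concentration series for 72 h at 37 degrees C. Viability read by CellTiter-Glo luminescence; concentration-effect curves fitted after normalization.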
MCF10A rereplic – induces DNA re-replication in MCF 10a normal breast cells; MCF 10A DNA re-replication, Hoechst nuclear intensity, 48 h; Potency, µM (highest dose often 46.1 µM), for inactives: top-dose activity, positive = re-replication, most hits filed as activators; 350,000 compounds, 2.9% hits; AID 624296; note: potency is the fitted concentration of half-maximal effect; % of control where 0% means no effect; nearly all actives have a fitted effect of over 50% in size
SW480 rereplic – induces DNA re-replication in SW480 colon adenocarcinoma cells | SW480 DNA re-replication, Hoechst DNA content imaging, 48 h | Potency, µM (highest dose often 46.1 µM), for inactives: at the highest dose re-replication activation, usual class: activators | 340,000 compounds, 1.8% hits; note: potency is the fitted concentration of half-maximal effect; % of control where 0% means no effect; nearly all actives have a fitted effect of over 55% in size
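First, 250 cells per well were seeded. Next, compound or vehicle (23 nL) was pinned in, plates sat 48 hr at 37 C. Finally Hoechst was added for 40 min before fluorescence scanning.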
ATXN2 expr inh – inhibitors of ATXN2 expression; HEK-293 ATXN2-luciferase reporter, luminescence, 24 h; Potency, µM (doses to about 57 µM), inactives show at the top dose activity change, negative = inhibition, most hits filed as inhibitors; 360,000 compounds, 0.72% hits; AID 1745845; note: potency is the fitted concentration of half-maximal effect; % is set by controls: 0 for no effect and ±100 for the full control effect; nearly all actives have a fitted effect of over 55% in size
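ATXN2-luciferase reporter cells (luciferase flanked by upstream and downstream ATXN2 gene portions) were treated 24 h at 37 °C with compounds at up to 57 uM. SteadyGlo luminescence gave expression; GF-AFC fluorescence gave viability.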
KB-3-1 tox – kills parental KB-3-1 adenocarcinoma cells; KB-3-1 viability, CellTiter-Glo ATP luminescence, 72 h; Potency, µM (highest dose often 46.1 µM), for inactives: at the highest dose activity change, negative = cytotoxic, usual class: cytotoxic; 400,000 compounds, 1.4% hits; AID 1347075; note: potency is the fitted concentration of half-maximal effect; % is set by controls: 0 for no effect and ±100 for the full control effect; nearly all actives have a fitted effect of over 60% in size
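Cytotoxicity in the drug-sensitive parental line KB-3-1 was scored as loss of CellTiter-Glo luminescence following 72 h incubation with compound. Values come from curve fitting of normalized concentration-response data.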
HT1080 IDH1KD tx – kills HT-1080 cells with IDH1 knockdown. HT-1080 IDH1 knockdown viability, ATP luminescence, 48 h. Potency, µM (titrated, usually from 46.1 µM), without a hit: top-dose activity, negative = toxicity, most hits filed as cytotoxic. 360,000 compounds, 2% hits;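 note: potency is the fitted concentration of half-maximal effect; 0% = DMSO wells and -100% = cell-free medium wells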
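% activity derives from luminescence (CellTiter-Glo), normalised to DMSO and no-cell wells. HT-1080-IDH1KD cells, 750/well, had 48 h compound exposure at 37 °C.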
Numbers without * were called inactive. Unless noted, calls come from the whole dose curve; as a rule, active = well fitted curve in the direction sought with a large enough effect; inconclusive = small, poorly fitted or top-dose-only effect, or another doubt; inactive = no such curve, though single readings can be large; an effect the other way counts as inactive or inconclusive. Compounds were not picked by outcome. Share with any hit: about 11%.

`CC(=O)c1ccc(N/N=C2/CCCNC2=O)cc1` gave S2 tox inactive, IL1B secr inh -10.6, HT1080NT lethal 6.0%, KB-V1 MDR tox 0.0%, MCF10A rereplic -0.5%, SW480 rereplic 4.2%, ATXN2 expr inh 23.8%, KB-3-1 tox 14.2% and HT1080 IDH1KD tx 25.1%.
O=C(NCCSCc1ccccc1)c1ccc(C2SCC(=O)N2Cc2ccccc2)cc1 (centres undefined) was read as S2 tox inactive, IL1B secr inh inconclusive, HT1080NT lethal -26.3%, KB-V1 MDR tox 0.0%, MCF10A rereplic 23.3%, SW480 rereplic -1.9%, ATXN2 expr inh -1.3%, KB-3-1 tox 18.0% and HT1080 IDH1KD tx -28.3%.
For C=CCOc1cccc(C2/C(=C(\O)c3ccc(F)cc3)C(=O)C(=O)N2CCN(C)C)c1 (centres undefined) the results were S2 tox inactive, IL1B secr inh 28.6, HT1080NT lethal -2.8%, KB-V1 MDR tox 0.0%, MCF10A rereplic 10.5%, SW480 rereplic -2.3%, ATXN2 expr inh -3.1%, KB-3-1 tox 1.3% and HT1080 IDH1KD tx 1.8%.
For Cc1cccc(C2(c3cccc(C)c3)CC2C(=O)NCC2CCCO2)c1 (centres undefined) the results were S2 tox inactive, IL1B secr inh 0.8, HT1080NT lethal -13.7%, KB-V1 MDR tox -12.4%, MCF10A rereplic -5.3%, SW480 rereplic -5.1%, ATXN2 expr inh 20.5%, KB-3-1 tox -0.1% and HT1080 IDH1KD tx -11.0%.
`CCCN1C2=C(C(=O)CCC2)C(c2ccc(O)c(Br)c2)C2=C1CCCC2=O` gave S2 tox inactive, IL1B secr inh 8.3, HT1080NT lethal -14.0%, KB-V1 MDR tox -5.0%, MCF10A rereplic 24.4%, SW480 rereplic -1.2%, ATXN2 expr inh -24.5%, KB-3-1 tox 3.6% and HT1080 IDH1KD tx 2.1%.
O=[N+]([O-])c1cccc(CNc2ccc3c(c2)CCC3)c1 was read as S2 tox inactive, IL1B secr inh -15.4, HT1080NT lethal 28.3%, KB-V1 MDR tox 4.3%, MCF10A rereplic 2.0%, SW480 rereplic inconclusive, ATXN2 expr inh 9.6%, KB-3-1 tox -9.5% and HT1080 IDH1KD tx 21.5%.
For Cc1ccc(C(=O)COC(=O)CCC(=O)Nc2ccc(Oc3ccccc3)cc2)cc1 the results were S2 tox inactive, KB-V1 MDR tox inconclusive, ATXN2 expr inh 13.6% and KB-3-1 tox 8.8%.
For O=C(O)c1cc(N2CCCCC2)nc2ccccc12 the results were S2 tox inactive, IL1B secr inh -4.5, HT1080NT lethal 9.3%, KB-V1 MDR tox -3.2%, MCF10A rereplic -9.2%, SW480 rereplic -6.3%, ATXN2 expr inh -6.4%, KB-3-1 tox -4.1% and HT1080 IDH1KD tx 0.0%.
`COc1ccc(Cl)cc1NC(=O)COc1ccc2c(c1)OCO2` gave S2 tox inactive, IL1B secr inh 13.9, HT1080NT lethal 10.8%, KB-V1 MDR tox 23.4%, MCF10A rereplic -3.1%, SW480 rereplic -2.4%, KB-3-1 tox -0.4% and HT1080 IDH1KD tx 0.0%.
Screening Cc1ccc(C(=O)N/C(=C/c2cccc([N+](=O)[O-])c2)C(=O)NC(C)C)cc1 returned S2 tox inactive, IL1B secr inh 98.5, HT1080NT lethal 5.7%, KB-V1 MDR tox 1.4%, MCF10A rereplic -0.3%, SW480 rereplic -1.8%, ATXN2 expr inh 4.6%, KB-3-1 tox 18.0% and HT1080 IDH1KD tx 2.0%.
O=C(c1ccc(-c2ccc([N+](=O)[O-])cc2Cl)o1)N1CCOCC1 was read as S2 tox inactive, IL1B secr inh 41.2, HT1080NT lethal 10.3%, KB-V1 MDR tox inconclusive, MCF10A rereplic -0.7%, SW480 rereplic -2.5%, ATXN2 expr inh 15.9%, KB-3-1 tox 7.7% and HT1080 IDH1KD tx 14.7%.
O=C(COC(=O)CNC(=O)c1ccc(Cl)cc1)Nc1ccc(Cl)cn1 was read as S2 tox inactive, IL1B secr inh 23.5, HT1080NT lethal 2.2%, KB-V1 MDR tox -29.7%, MCF10A rereplic 4.3%, SW480 rereplic -3.8%, KB-3-1 tox inconclusive and HT1080 IDH1KD tx 4.6%.
For O=C1C2C3CCC(C3)C2C(=O)N1CNc1ccccc1 (centres undefined) the results were S2 tox inactive, IL1B secr inh 7.5, HT1080NT lethal 11.5%, KB-V1 MDR tox -7.5%, MCF10A rereplic -4.9%, ATXN2 expr inh 4.5%, KB-3-1 tox -0.1% and HT1080 IDH1KD tx 3.6%.
Screening Cc1cc2nc(-c3ccc(NC(=O)c4cccnc4)cc3)oc2cc1C returned S2 tox inactive, IL1B secr inh -19.8, HT1080NT lethal 17.1%, KB-V1 MDR tox 16.1%, MCF10A rereplic 3.2%, SW480 rereplic 11.3%, ATXN2 expr inh 27.9%, KB-3-1 tox 1.8% and HT1080 IDH1KD tx -0.7%.
For Nc1nc(Cl)cc(-c2ccccc2)n1 the results were S2 tox inactive, IL1B secr inh -50.1*, HT1080NT lethal 2.3%, KB-V1 MDR tox inconclusive, MCF10A rereplic inconclusive, SW480 rereplic 1.6%, ATXN2 expr inh -29.6%, KB-3-1 tox 16.1% and HT1080 IDH1KD tx 0.0%.
O=C(CN1CCOCC1)N1CCCc2c1c(=O)oc1ccc(OCc3ccccc3)cc21 was read as S2 tox inactive, IL1B secr inh 7.7, HT1080NT lethal -18.2%, KB-V1 MDR tox 18.4µM*, MCF10A rereplic 9.3%, SW480 rereplic -0.7%, ATXN2 expr inh -2.8%, KB-3-1 tox -8.4% and HT1080 IDH1KD tx -20.5%.
O=C(NC(O)C(=O)c1ccccc1)c1cccs1 (centres undefined) was read as S2 tox inactive, IL1B secr inh 33.5, HT1080NT lethal 0.0%, KB-V1 MDR tox 0.0%, MCF10A rereplic inconclusive, SW480 rereplic 1.9%, ATXN2 expr inh 0.1%, KB-3-1 tox 8.9% and HT1080 IDH1KD tx 0.0%.
CCn1cc(C(=O)NN)c(=O)c2cc(F)c(N3CCCCC3)cc21 was read as S2 tox inactive, IL1B secr inh -0.5, HT1080NT lethal 7.4%, KB-V1 MDR tox -1.7%, MCF10A rereplic -3.0%, SW480 rereplic -5.9%, ATXN2 expr inh 7.7%, KB-3-1 tox 16.8% and HT1080 IDH1KD tx 1.8%.
Screening Cc1cccc(C(=O)n2c(=S)nc3cc(C)ccn32)c1 returned S2 tox inactive, IL1B secr inh -17.3, HT1080NT lethal 22.6%, KB-V1 MDR tox 2.3%, MCF10A rereplic -0.5%, SW480 rereplic -2.7%, ATXN2 expr inh -17.8%, KB-3-1 tox 20.0% and HT1080 IDH1KD tx 15.6%.
Screening Cc1ccc(/C=N/NC(=O)c2ccccc2OCc2cccc(Br)c2)o1 returned S2 tox inconclusive, IL1B secr inh -99.4*, HT1080NT lethal -29.8%, KB-V1 MDR tox -3.0%, MCF10A rereplic inconclusive, SW480 rereplic 4.9%, ATXN2 expr inh inconclusive, KB-3-1 tox -4.4% and HT1080 IDH1KD tx -2.1%.
For CC1(C)OC(=O)C2=C(CC(c3ccccc3)OC2CCc2ccccc2)O1 (centres undefined) the results were S2 tox inactive, IL1B secr inh -7.8, HT1080NT lethal -19.5%, KB-V1 MDR tox -13.9%, ATXN2 expr inh -9.8%, KB-3-1 tox -21.4% and HT1080 IDH1KD tx -22.6%.
COc1ccc(NS(=O)(=O)c2ccc3[nH]c(=O)[nH]c3c2)cc1 was read as S2 tox inactive, IL1B secr inh 18.6, HT1080NT lethal -4.7%, KB-V1 MDR tox 0.0%, MCF10A rereplic -3.0%, SW480 rereplic inconclusive, ATXN2 expr inh 4.5%, KB-3-1 tox 11.1% and HT1080 IDH1KD tx -0.4%.
O=C(O)c1ccc(NS(=O)(=O)c2ccc3c(c2)C2C=CCC2C(c2ccccc2F)N3)cc1 (centres undefined) was read as S2 tox inactive, IL1B secr inh 21.2, HT1080NT lethal -22.7%, KB-V1 MDR tox 3.6%, MCF10A rereplic 3.4%, SW480 rereplic -19.6%, ATXN2 expr inh 3.0%, KB-3-1 tox 8.7% and HT1080 IDH1KD tx -15.2%.
Screening CCC(=O)c1ccc(O)c(OC)c1 returned S2 tox inactive, IL1B secr inh -3.9, HT1080NT lethal 6.9%, KB-V1 MDR tox -9.2%, MCF10A rereplic -5.8%, SW480 rereplic -2.6%, ATXN2 expr inh 10.4%, KB-3-1 tox 0.0% and HT1080 IDH1KD tx 2.4%.
Screening COc1ccc2nc(NC(=O)C3CC(=O)N(c4ccc5c(c4)OCCO5)C3)sc2c1 (centres undefined) returned S2 tox inactive, IL1B secr inh -21.1, HT1080NT lethal -0.7%, KB-V1 MDR tox 2.4%, MCF10A rereplic 3.6%, SW480 rereplic -6.5%, ATXN2 expr inh -3.5%, KB-3-1 tox 14.4% and HT1080 IDH1KD tx -18.4%.
CCN(CC(=O)Nc1cccc(OC)c1)C(=O)c1ccc(C)s1 was read as S2 tox inactive, IL1B secr inh 11.5, HT1080NT lethal -4.1%, KB-V1 MDR tox 0.0%, MCF10A rereplic 2.1%, SW480 rereplic -0.7%, ATXN2 expr inh -0.6%, KB-3-1 tox 2.2% and HT1080 IDH1KD tx -1.8%.
COc1ccc(CN2C[C@@H](CO)O[C@@H](n3cnc4c(NC5CCC5)ncnc43)C2)cc1 was read as S2 tox inactive, IL1B secr inh -13.9, HT1080NT lethal 4.2%, KB-V1 MDR tox 1.9%, ATXN2 expr inh 13.4%, KB-3-1 tox 0.0% and HT1080 IDH1KD tx 4.9%.
`CSc1nnc2c(n1)OC1(Nc3ccccc3-2)C(=O)Nc2ccccc21` (centres undefined) gave S2 tox inactive, IL1B secr inh 10.0, HT1080NT lethal 12.0%, KB-V1 MDR tox 0.6%, MCF10A rereplic 2.7%, SW480 rereplic -25.6%, KB-3-1 tox 1.4% and HT1080 IDH1KD tx 6.6%.

Screening results: PubChem BioAssay, National Center for Advancing Translational Sciences (NCATS)
